# Screens deposited in PubChem BioAssay by several laboratories.
# V1R ag counter = agonists of human V1a receptor, primary screen, counter-screen for OXTR agonist project, fluorescence, CHO-V1R cells; Fluo-8 calcium fluorescence, agonist mode; 0% DMSO, 100% 3 nM vasopressin; activation, % at 3 µM; 320,000 compounds, 0.25% hits; AID 2797, 2010;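 active means activation above the mean activation of all tested compounds plus 3 SD, per screening run, cut at about 20% in these data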;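 further: signal is peak over basal fluorescence ratio across a 100 second FLIPR read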
# OXTR ag = human OXTR agonists, primary screen, fluorescence, CHO-OTR cells, Fluo-8 calcium; AID 2435, 2010; 320,000 compounds, 0.32% hits; Fluo-8 calcium fluorescence; normalized: DMSO 0%, oxytocin 100%; Oxytocin receptor (Homo sapiens), P30559; activation, % at 3 µM;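 active means activation above the mean of all tested compounds plus 3 SD, cutoff set per screening run, cut at about 20% in these data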;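 further: peak over basal fluorescence ratio from a 100 s FLIPR kinetic read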
# Target sequence (P30559 whole entry, looked up): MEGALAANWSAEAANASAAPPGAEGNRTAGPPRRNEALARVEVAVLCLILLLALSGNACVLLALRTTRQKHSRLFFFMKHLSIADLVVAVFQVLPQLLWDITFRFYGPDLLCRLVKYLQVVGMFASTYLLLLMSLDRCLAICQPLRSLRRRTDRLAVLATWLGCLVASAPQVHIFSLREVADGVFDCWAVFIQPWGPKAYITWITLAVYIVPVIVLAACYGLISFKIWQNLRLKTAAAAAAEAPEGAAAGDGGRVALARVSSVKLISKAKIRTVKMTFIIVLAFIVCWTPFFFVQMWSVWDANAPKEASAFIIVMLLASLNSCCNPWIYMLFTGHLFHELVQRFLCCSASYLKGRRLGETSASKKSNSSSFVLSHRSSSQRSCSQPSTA
# NALP1 yeast inh = NALP1 inflammasome inhibitors in reconstituted yeast, colorimetric, S. cerevisiae, triplicate retest; S. cerevisiae NALP1/ASC/caspase-1 growth, X-gal OD620, 72 h; inhibition, % at 10 µM; 280,000 compounds, 0.61% hits; AID 2071, 2009; in the data active means inhibition mostly above about 24%, no sharp cut-off; inactive means mostly below about 32%; further: some compounds called inactive have numbers as strong as hits
# GPR7 antag = GPR7 receptor antagonists, primary screen, cell-based, fluorescence, single concentration. Neuropeptides B/W receptor type 1 (Homo sapiens), P48145. GPR7-expressing cells, fluorescence antagonist assay. inhibition, % at 4.4 µM. 290,000 compounds, 1.1% hits; in the data active means inhibition above about 16%, passing the limit was not always enough;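 further: cells stimulated with the agonist NPW; 0% = agonist with vehicle and 100% = vehicle without agonist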
# Target sequence (P48145 whole entry, looked up): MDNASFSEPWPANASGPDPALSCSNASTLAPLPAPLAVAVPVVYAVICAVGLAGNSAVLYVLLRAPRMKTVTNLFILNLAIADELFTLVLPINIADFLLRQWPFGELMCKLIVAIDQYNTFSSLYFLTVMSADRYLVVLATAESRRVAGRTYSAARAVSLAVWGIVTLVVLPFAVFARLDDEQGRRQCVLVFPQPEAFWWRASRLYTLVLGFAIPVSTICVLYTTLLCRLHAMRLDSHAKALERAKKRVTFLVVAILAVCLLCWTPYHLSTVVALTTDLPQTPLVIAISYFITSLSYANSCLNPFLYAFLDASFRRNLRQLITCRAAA
# M18AAP inhibitor = PfM18AAP inhibitors, malaria aminopeptidase, primary screen, biochemical, QFRET, recombinant enzyme; AID 1822, 2009; H-Glu-NHMec fluorogenic cleavage; 290,000 compounds, 1.2% hits; inhibition, % at 7.35 µM;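 active means inhibition above the campaign mean inhibition over all tested compounds plus 3 SD, cut at about 28% in these data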;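 further: 0% = plate median of test compound wells and 100% = 2 mM ZnCl2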
# OXTR potentiate = human OXTR potentiators, primary screen, fluorescence, CHO-OTR cells, Fluo-8 calcium. Oxytocin receptor (Homo sapiens), P30559. Fluo-8 calcium fluorescence, potentiator mode; 0% = oxytocin EC15, 100% = EC100. activation, % at 3 µM. 320,000 compounds, 0.061% hits. AID 2445, 2010;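 active means activation above that plate's cutoff, the mean activation of tested compounds plus 3 SD, cut at about 6.6% in these data, passing the limit was not always enough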;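 further: 100% uses oxytocin at 75 nM as the full agonist control; some results filed as inactive read as strong as hits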
#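 Replication – single well per compound, singlicate · Assay system – CHO cell line stably expressing human OTR · Timing – 6 min pre-incubation, 100 s read · Measure – normalized max/min fluorescence ratio, % activation · Doses – 3.0 µM, one dose · Detection – Fluo-8 calcium dye fluorescence · Probe or stimulus – oxytocin near EC15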
# MEKK2 mut-MEK5 = MEK5 binding signal on mutant MEKK2 PB1, primary screen, biochemical, multiplex bead flow cytometry, Alexa488-MEK5. Alexa488-MEK5 binding to MEKK2 mutant. percent response, % at 10 µM. 290,000 compounds, 0.35% hits. AID 1530, 2009; in the data active means percent response above about 24%, passing the limit was not always enough; further: inactives centre near 1; some results filed as inactive read as strong as hits
# MEKK2wt PB1 HTS = modulators of MEK5 binding to wildtype MEKK2, primary screen, biochemical, multiplex bead flow cytometry, Alexa488-MEK5 | AID 1531, 2009 | Mitogen-activated protein kinase kinase kinase 2 (Homo sapiens), Q9Y2U5 | binding response (% of control), % at 10 µM | 290,000 compounds, 1.1% hits | Alexa488-MEK5 binding to MEKK2 WT; actives lie on both sides; in the data active means binding response below about 67% or above about 130%
# GalR3 antagonist = GalR3 antagonists in HEK293 cells, primary screen, cell-based, fluorescence readout; inhibition, % at 3 µM; 360,000 compounds, 0.44% hits; HEK293 GalR3-CNG cAMP membrane potential fluorescence; galR3 body fused to GalR1 C-terminus; Galanin receptor type 3 (Homo sapiens), O60755;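 active means inhibition above the screen-wide average plus 3 SD, cut at about 13% in these data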;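 further: forskolin and galanin both at EC90 stimulate the cells; cAMP rise reported by CNG channel membrane potential dye signal; 0% = forskolin plus galanin with DMSO and 100% = forskolin alone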
# Target sequence (O60755 1-299 limits assumed): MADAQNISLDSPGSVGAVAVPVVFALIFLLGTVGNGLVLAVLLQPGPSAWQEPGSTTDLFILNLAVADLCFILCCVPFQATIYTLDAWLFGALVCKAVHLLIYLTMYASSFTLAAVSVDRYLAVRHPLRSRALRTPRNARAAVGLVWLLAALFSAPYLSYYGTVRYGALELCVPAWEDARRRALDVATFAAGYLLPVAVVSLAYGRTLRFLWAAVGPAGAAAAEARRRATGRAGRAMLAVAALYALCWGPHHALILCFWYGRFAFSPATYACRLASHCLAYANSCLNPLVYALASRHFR
# Numbers without * were called inactive; nt = no result given. The list is partial, so the mix of outcomes need not match the whole.
compound,V1R ag counter,OXTR ag,NALP1 yeast inh,GPR7 antag,M18AAP inhibitor,OXTR potentiate,MEKK2 mut-MEK5,MEKK2wt PB1 HTS,GalR3 antagonist
COC(=O)C1=C(c2cc3ccccc3s2)C[C@@H]2CC[C@H]1N2C(=O)NCCS(C)=O (stereo not given in full),7.1,9.9,nt,nt,nt,-7,1,100,-5
CN1C(=O)C(=Cc2ccccc2OCc2ccc(C(=O)O)cc2)C(=O)N(C)C1=O,0.1,-0.3,-4,1,-11,3,-2,94,-1
O=C(Cc1ccccc1)N1CCN(Cc2ccc(F)cc2)CC1,0.3,-0.4,6,-10,-1,5,4,104,-7
CCCCCCn1c(O)c(/C=N/N2CCCCCC2)c(=O)[nH]c1=O,-0.1,-0.5,4,-19,1,4,1,96,-3
Cc1nn(-c2ccccc2)c(Cl)c1C1C(C#N)=C(N)Oc2c1c(=O)oc1ccccc21 (stereo not given),1.0,-0.1,20,0,-1,-6,-9,92,-1
CCC(=O)N1c2ccc(S(=O)(=O)CCC(=O)N3CCC4(CC3)OCCO4)cc2CC1C (stereo not given),-0.2,1.1,3,-13,0,-4,nt,nt,0
CCOc1cccc(=NC2CCCCC2)c2c(C)[nH]c(C)c12,-0.2,0.2,17,-4,22,0,-9,101,-9
COc1ccc(C2CC(c3c(O)n(CCc4ccccc4)c(=O)[nH]c3=O)=NN2)cc1OC (stereo not given),0.0,-0.7,-12,-10,7,-7,1,104,-3
COC(=O)C1=C(c2ccc(F)cc2OCc2ccccc2)C[C@@H]2CC[C@H]1N2C(=O)NC1CCCCC1,-0.8,-1.6,nt,nt,nt,5,nt,nt,-2
CN1CCC(O)(c2cccs2)C(C(=O)c2cccs2)C1 (stereo not given),-0.3,0.7,11,-7,-21,-5,1,98,0
CC(C)Oc1cc(-n2c(=S)[nH]c3ccccc3c2=O)c(Cl)cc1Cl,0.1,-0.5,-2,-17,-2,-13,3,104,-3
O=c1cc(C(F)(F)F)c2cc3c4c(c2o1)CCCN4CCC3,152*,169*,18,12,-4,-18,4,96,-4
CCn1cc(C(=O)c2cccs2)c2ccccc21,-1.4,-1.2,16,-6,-5,-4,3,102,-4
COc1ccc(OC)c([C@@H](O)[C@H](C)NC(C)(C)C)c1,0.1,-0.4,11,-6,-2,1,1,91,nt
Oc1ccc(Cl)cc1CN1CCN(Cc2ccccc2)CC1,-0.4,-2.2,6,2,-1,-10,-2,92,-6
CC(C)(C#CC(=O)O)OOC(c1ccccc1)(c1ccccc1)c1ccccc1,-0.6,-2.0,-5,-19,0,-13,9,103,-11
CC(C)c1ccc(O)c(CN2CCN(c3ccccc3)CC2)c1,-0.5,-1.1,25,5,-1,-8,4,111,-1
CC1CCN(CC(=O)c2cccc(C(F)(F)F)c2)CC1,-0.7,-0.4,6,8,1,-18,-1,104,-12
CCC(=O)Nc1ccc(N2CCN(CC)CC2)c(Cl)c1,0.0,0.5,7,-4,-6,-12,nt,nt,-5
Cc1nc2ccccc2c(=O)n1-c1ccc(-c2ccccc2)cc1,2.5,-1.4,1,-24,-3,-14,5,99,-14
COc1ccc(-n2c(C)cc(C(=O)C[N+]34CCN(CC3)CC4)c2C)cc1,0.8,0.3,18,-4,-12,2,4,110,-1
CCN(CC)c1ccc(CC2C(=O)N(C)C(=O)N(C)C2=O)cc1,0.3,-0.1,3,-3,13,-8,5,91,nt
O=C(O)C12C3CCCC1C32c1ccccc1 (stereo not given),0.4,2.5,15,-13,4,1,-3,92,-2
CC(C)CCNC(=O)c1c(N)n(CC2CCCO2)c2nc3ccccc3nc12 (stereo not given),0.1,0.2,-9,2,-10,1,-5,97,-6
O=C1CC(c2ccccc2)CN1 (stereo not given),0.6,0.5,nt,-7,0,2,-6,100,3
Cc1cc(/C=C2\C(=O)NC(=S)N(C)C2=O)c(C)n1C1CCCCC1,5.2,1.6,34,-4,3,-8,7,88,-1
CCOC(=O)C1=C(N)Oc2cc(C)oc(=O)c2C12C(=O)N1c3c(cccc32)C(C)CC1(C)C (stereo not given),0.3,0.7,nt,-5,8,-2,3,96,nt
CCn1c(O)c(C=Nc2ccc(S(N)(=O)=O)cc2)c(=O)[nH]c1=S,0.7,-0.1,3,-14,3,-12,-2,102,1
CC(=NCCCn1ccnc1)c1c(O)n(C)c(=O)n(C)c1=O,0.0,0.6,23,-9,11,5,9,105,-5
Fc1ccc(CNCCc2ccc3c(c2)OCO3)cc1,-0.3,1.4,8,-8,-8,-5,7,111,-10

# Eleven successive compounds out of the list so far, for reference:
compound,V1R ag counter,OXTR ag,NALP1 yeast inh,GPR7 antag,M18AAP inhibitor,OXTR potentiate,MEKK2 mut-MEK5,MEKK2wt PB1 HTS,GalR3 antagonist
CCC(=O)Nc1ccc(N2CCN(CC)CC2)c(Cl)c1,0.0,0.5,7,-4,-6,-12,nt,nt,-5
Cc1nc2ccccc2c(=O)n1-c1ccc(-c2ccccc2)cc1,2.5,-1.4,1,-24,-3,-14,5,99,-14
COc1ccc(-n2c(C)cc(C(=O)C[N+]34CCN(CC3)CC4)c2C)cc1,0.8,0.3,18,-4,-12,2,4,110,-1
CCN(CC)c1ccc(CC2C(=O)N(C)C(=O)N(C)C2=O)cc1,0.3,-0.1,3,-3,13,-8,5,91,nt
O=C(O)C12C3CCCC1C32c1ccccc1 (stereo not given),0.4,2.5,15,-13,4,1,-3,92,-2
CC(C)CCNC(=O)c1c(N)n(CC2CCCO2)c2nc3ccccc3nc12 (stereo not given),0.1,0.2,-9,2,-10,1,-5,97,-6
O=C1CC(c2ccccc2)CN1 (stereo not given),0.6,0.5,nt,-7,0,2,-6,100,3
Cc1cc(/C=C2\C(=O)NC(=S)N(C)C2=O)c(C)n1C1CCCCC1,5.2,1.6,34,-4,3,-8,7,88,-1
CCOC(=O)C1=C(N)Oc2cc(C)oc(=O)c2C12C(=O)N1c3c(cccc32)C(C)CC1(C)C (stereo not given),0.3,0.7,nt,-5,8,-2,3,96,nt
CCn1c(O)c(C=Nc2ccc(S(N)(=O)=O)cc2)c(=O)[nH]c1=S,0.7,-0.1,3,-14,3,-12,-2,102,1
CC(=NCCCn1ccnc1)c1c(O)n(C)c(=O)n(C)c1=O,0.0,0.6,23,-9,11,5,9,105,-5

# (continued)
compound,V1R ag counter,OXTR ag,NALP1 yeast inh,GPR7 antag,M18AAP inhibitor,OXTR potentiate,MEKK2 mut-MEK5,MEKK2wt PB1 HTS,GalR3 antagonist
Cc1ccc(/C=C2\C(=O)NC(=S)N(c3ccccc3F)C2=O)s1,1.1,1.8,35,-9,-4,0,10,111,0
CC(NC(=O)Cc1cccc2ccccc12)C(=O)N1CCC(=O)CC1 (stereo not given),-0.3,0.9,16,-8,-3,1,7,106,-3
CC(C)(C)c1ccc(O)c(N=Cc2c(O)ccc3ccccc23)c1,13,18,-16,10,89*,-12,10,92,-11
Cc1ccc2c(c1)C(c1ccccc1)NCC(=O)N2 (stereo not given),0.4,0.0,17,-2,-15,-11,-11,88,-1
CCCCn1c(=O)c(C(=O)Nc2ccsc2C(=O)OC)c(O)c2ccccc21,-0.2,-0.9,14,3,-12,5,-5,89,4
COP(=O)(OC)C(Nc1ccccn1)c1ccccc1 (stereo not given),-0.2,0.9,31,-4,-1,-2,1,99,5
COc1ccc(C(=O)C2CCCN(C3CSCCSC3)C2)c(OC)c1 (stereo not given),0.6,0.6,-19,-11,0,4,5,108,-3
Cc1ccc2cccc(OC(=O)N3CCCC3)c2n1,-0.6,6.2,18,-12,-17,0,-10,84,-3
O=c1c2ccccc2nc(-c2ccc(Cl)cc2Cl)n1-c1nccs1,-1.5,-2.9,nt,-8,6,-3,0,100,0
CC[N+]12CCC(CC1)C(C(O)(c1ccccc1)c1ccccc1)C2 (stereo not given),0.7,0.1,12,-16,1,1,1,98,-5
C=CCNC(=O)c1c(N)n(Cc2ccco2)c2nc3ccccc3nc12,1.6,6.5,-2,-4,10,-5,7,99,-3
Cc1ccsc1C(=O)C1CCCN(Cc2c(C)nn(C(C)C)c2C)C1 (stereo not given),1.6,1.9,-6,-10,-4,-9,-4,93,-4
O=[N+]([O-])c1ccc(NCCO)c2ncccc12,0.1,0.3,3,-6,8,5,-3,95,-11
N#CCCn1cc(C(=O)Nc2ccc([N+](=O)[O-])cc2)c(-c2ccc3c(c2)OCCO3)n1,1.0,1.8,29,25*,6,-8,4,127,-3
CCCc1c(C)nc(SCC(=O)C(C)(C)C)nc1OC(=O)N(C)C,2.8,-2.4,-8,-15,14,-2,4,103,-4
CC12CN3CC(C)(CN(C1)C3c1cccs1)C2=O (stereo not given),-0.7,0.4,-3,-1,-3,2,2,97,-2
N#Cc1ccc(/C=C/C(=O)O)cc1,0.0,0.8,2,-9,-3,0,-6,88,2
CN1CCCN(C(=O)COc2ccccc2)CC1,-0.5,1.8,27,-15,3,-1,-9,97,-2
Cc1cccc(-n2c(O)c(C=NCCCN3CCOCC3)c(=O)[nH]c2=O)c1C,-0.2,0.9,1,-2,4,3,-13,95,-1
C=CCn1c(O)c(/C=C2\C=Nc3ccccc32)c(=O)[nH]c1=O,0.3,1.4,5,-15,5,-6,-6,93,-6
CCOC(=O)C1=C(N)Oc2ccccc2C12C(=O)N(CC(=O)OC)C(CC(=O)OC)=C2C(=O)OC (stereo not given),1.1,0.1,-6,-8,11,-6,1,104,-7
CN1CCN(CCC(C#N)(c2ccccc2)c2ccccc2)CC1,3.0,3.4,12,-2,-6,-12,3,100,-2
CC/C(CC(c1ccccc1)c1c(O)c2ccccc2oc1=O)=N\NC(N)=S (stereo not given),0.0,-0.6,15,-7,10,0,1,106,-5
O=c1[nH]c(=O)n(Cc2ccc(F)cc2)c(O)c1C=NCCCO,0.2,2.2,26,-4,-4,8,0,97,-4
COc1cccc(/C=C2\N=C(c3cncc(Br)c3)OC2=O)c1,0.0,0.0,30,-6,0,1,22,105,5
O=C1C2CCCN2C(c2cccnc2)N1c1cccc(Cl)c1 (stereo not given),-0.5,0.8,-17,1,-7,3,6,114,-4
